Source: PubChem
KAT2A inh: blocks human GCN5L2 histone acetyltransferase; GCN5L2 HAT assay, ThioGlo1 CoA-SH fluorescence; Potency, µM (top dose mostly 58.9 µM), inactives show at the highest dose activity change, negative = inhibition, usual class: inhibitors; 390,000 tested, 0.21% active; AID 504327
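Preincubate 20nM GCN5L2 with compound 15 min, RT → add 50uM ThioGlo1 + 75uM H3(1-25) + 70uM acetyl-CoA → read fluorescence 0 and 20 min. Primary qHTS; fluorescent artifacts likely.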
N370S GC mod: inhibitors or activators of N370S glucocerebrosidase for Gaucher disease | P04062 | N370S GC spleen homogenate, 4MU-glucoside fluorescence | Potency, µM (titrated, usually from 59.4 µM), for the others: at the top dose activity change, negative = inhibition, usual class: inhibitors | 330,000 tested, 0.092% active | AID 2101;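 note: 0% = full enzyme activity and -100% = no enzyme basal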
FEN1 inh: human FEN1 inhibition. Potency, µM (titrated, usually from 114 µM), inactives show top-dose activity change, negative = inhibition, actives largely listed as inhibitors. Recombinant FEN1 flap cleavage, fluorescence, 15 min. 390,000 tested, 0.35% active; note: nearly all actives have a fitted effect of over 65% in size
Target sequence (P39748 whole entry, looked up): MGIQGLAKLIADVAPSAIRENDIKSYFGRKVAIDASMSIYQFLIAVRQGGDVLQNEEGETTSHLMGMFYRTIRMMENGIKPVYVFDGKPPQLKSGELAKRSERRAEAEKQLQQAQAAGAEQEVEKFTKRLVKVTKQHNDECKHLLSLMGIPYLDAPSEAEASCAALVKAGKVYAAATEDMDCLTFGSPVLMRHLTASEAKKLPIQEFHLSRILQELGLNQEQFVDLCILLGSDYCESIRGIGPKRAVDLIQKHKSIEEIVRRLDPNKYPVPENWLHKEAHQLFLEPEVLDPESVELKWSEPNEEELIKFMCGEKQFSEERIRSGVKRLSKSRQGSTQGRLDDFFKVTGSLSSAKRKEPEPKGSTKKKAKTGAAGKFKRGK
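FEN1 at 10 nM, compound pretreatment for 15 min (room temperature), 50 nM final substrate to initiate; endpoint reads at 0 and 15 min; DMSO-only plates used as vehicle background.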
An asterisk follows results filed as active; ? = inconclusive; · = not tested or not shown; & = joins results of further samples; [ ] = dose if it differs, or a comment. Calls come from the whole dose curve; as a rule, active = well fitted curve in the direction sought with a large enough effect; inconclusive = small, poorly fitted or top-dose-only effect, or another doubt; inactive = no such curve, though single readings can be large; an effect the other way counts as inactive or inconclusive. Unless noted, % is set by controls: 0 for no effect and ±100 for the full control effect; potency is the fitted concentration of half-maximal effect.

The opening five records (preview)
FEN1 inh	N370S GC mod	KAT2A inh	structure
-2%	-3%	2%	Cc1ccc2c(c1)c1nnc(SCC(=O)Nc3ccccc3C(F)(F)F)nc1n2CC(=O)O
4%	-1%	-21%	COc1ccc(S(=O)(=O)N(C)CC(=O)NCCC2=CCCCC2)cc1OC
-10%	·	-4%	CCOC(=O)c1ccccc1NC(=O)N1CCCn2nc(C)cc21
-3%	10%	-1%	O=C(CCc1nc2ccccc2c(=O)[nH]1)OCC(=O)c1ccc(C2CCCCC2)cc1
·	7%	2%	O=C(c1cccc(F)c1)N1CCC2(CCN(Cc3nccs3)CC2)CC1

The listing, from the start:
FEN1 inh	N370S GC mod	KAT2A inh	structure
-2%	-3%	2%	Cc1ccc2c(c1)c1nnc(SCC(=O)Nc3ccccc3C(F)(F)F)nc1n2CC(=O)O
4%	-1%	-21%	COc1ccc(S(=O)(=O)N(C)CC(=O)NCCC2=CCCCC2)cc1OC
-10%	·	-4%	CCOC(=O)c1ccccc1NC(=O)N1CCCn2nc(C)cc21
-3%	10%	-1%	O=C(CCc1nc2ccccc2c(=O)[nH]1)OCC(=O)c1ccc(C2CCCCC2)cc1
·	7%	2%	O=C(c1cccc(F)c1)N1CCC2(CCN(Cc3nccs3)CC2)CC1
10%	5%	13%	CC(Oc1ccccc1)C(=O)Nc1cccc([N+](=O)[O-])c1 (centres undefined)
-8%	-24%[2.35 µM]	-5%	COc1ccc(O)c(-c2cc(-c3cccs3)[nH]n2)c1
11%	1%	-3%	Cc1cccc(CC(=O)Nc2ccon2)c1
7%	2%	1%	CC(=O)Nc1ccc(Nc2nc(-c3cc4ccccc4oc3=O)cs2)cc1
8%	·	-3%	O=C(CC1OC(=O)c2ccccc21)Nc1cc(Cl)ccc1N1CCOCC1 (centres undefined)
-13%	6%	-6%	CC(Nc1c([N+](=O)[O-])c(=O)oc2ccccc12)C(Cl)c1ccccc1 (centres undefined)
-4%	0%	-5%	Clc1ncccc1-c1nnn(-c2ccccc2)n1
-2%	7%	-24%	C/C(=N\NC(=O)COc1ccccc1)c1ccc(O)cc1
14%	·	-15%	CCOC(=O)C1=C(COC(=O)/C=C/c2ccc([N+](=O)[O-])cc2)NC(=O)NC1C (centres undefined)
-6%	-15%	3%	Cn1c(N)c(S(=O)(=O)N2CCCC2)c(=O)n(C)c1=O

More results.
FEN1 inh	N370S GC mod	KAT2A inh	structure
-4%	-7%	0%	CSc1nsc(SCC(=O)Nc2cccc(C(C)=O)c2)n1
-11%	-27%	-15%	O=C(O)[C@@H](O)c1ccccc1
-2%	2%	-27%	COc1ccc(N2CCN(C(=O)CNC(=O)Cc3ccccc3)CC2)cc1
10%	2%	2%	COc1ccc(OC(C)C(=O)N2CCN(c3ccccn3)CC2)cc1 (centres undefined)
·	6%	17%	COc1cccc(-c2nc(Oc3cc(C)cc(C)c3)c3ccccc3n2)c1O
20%	0%	2%	Cc1ccc(S(=O)(=O)NCc2ccccn2)cc1C
2%	·	3%	Cc1ccc(S(=O)(=O)CCC(=O)OCc2nnc(-c3ccccc3)o2)cc1
-9%	9%	1%	Cc1c(NC(=O)C(C)OC(=O)c2sc3ccccc3c2Cl)c(=O)n(-c2ccccc2)n1C (centres undefined)
-12%	-9%	-3%	CCc1ccc(N2CC(C(=O)OCC(=O)Nc3cc(C)on3)CC2=O)cc1 (centres undefined)
-9%	-7%	-8%	CCN(c1ccccc1)S(=O)(=O)c1ccc(Cl)c(NC(=O)CSc2n[nH]c(N)n2)c1
-9%	·	0%	Cc1ccc(S(=O)(=O)C(CNC(=O)COc2ccc(Cl)cc2)c2ccco2)cc1 (centres undefined)
-1%	-14%	-7%	COc1ccc(S(=O)(=O)Nc2ccccc2-c2nnn(CC(=O)Nc3ccccc3OC)n2)cc1
-9%	-10%	2%	CCOC(=O)C1(Cc2ccc(Cl)cc2)CCN(Cc2cn(CC)nc2C)CC1
-4%	-4%	0%	O=[N+]([O-])c1ccc(Cl)c(CN2CCCCCC2)c1
-6%	·	-11%	Cc1ccc(NC(=O)N2CCN(c3nnc(C)c4c(C)n(-c5ccc(Cl)cc5)nc34)CC2)c(C)c1

Rewritten in markdown: entries from further up
| SMILES | FEN1 inh | N370S GC mod | KAT2A inh |
| --- | --- | --- | --- |
| CCc1ccc(N2CC(C(=O)OCC(=O)Nc3cc(C)on3)CC2=O)cc1 (centres undefined) | -12% | -9% | -3% |
| O=C(O)[C@@H](O)c1ccccc1 | -11% | -27% | -15% |
| Cc1ccc(S(=O)(=O)NCc2ccccn2)cc1C | 20% | 0% | 2% |
| Cc1c(NC(=O)C(C)OC(=O)c2sc3ccccc3c2Cl)c(=O)n(-c2ccccc2)n1C (centres undefined) | -9% | 9% | 1% |
| CCOC(=O)C1(Cc2ccc(Cl)cc2)CCN(Cc2cn(CC)nc2C)CC1 | -9% | -10% | 2% |
| CSc1nsc(SCC(=O)Nc2cccc(C(C)=O)c2)n1 | -4% | -7% | 0% |

Following part.
FEN1 inh	N370S GC mod	KAT2A inh	structure
2%	-1%	-4%	COc1ccccc1NC(=O)c1ccccc1NS(=O)(=O)c1cccs1
-5%	3%	-2%	Cc1cc2nc(SCC(=O)O)nc(C)c2cc1C
-10%	7%	2%	COC(=O)Nc1nnc(Cc2ccc(Cl)cc2)s1
-11%	-2%	-6%	O=C(CNC1CC1)Nc1cc(C(F)(F)F)ccc1Cl
1%	-3%	3%	CN(CCNC(=O)C1CCC(=O)N(Cc2cccc(F)c2)C1)CCc1ccccc1 (centres undefined)
2%	·	1%	CC(Sc1ncccn1)C(=O)NNC(=O)c1cccc(Cl)c1 (centres undefined)
-12%	?	-5%	NCC/C=C1/c2ccccc2CSc2ccccc21
-12%	-3%	24%	O=[N+]([O-])c1cc(Cl)cc(/C=N/Nc2nc3ccccc3s2)c1O
-23%	·	-8%	O=C(Nc1cccc(C(F)(F)F)c1)Nc1cccs1
-9%	·	-3%	CCCCN(CC)CCNC(=O)CN1C(=O)COc2ccc(S(=O)(=O)N3CCOCC3)cc21
-13%	10%	-24%	CC1CCCN(c2ccc(N)cc2C(N)=O)C1 (centres undefined)
3%	-5%	-18%	CCOC(=O)C1CCN(c2ccc(-c3cccs3)nn2)CC1
-15%&-22%	-15%	-6%	COc1ccc(/C=C/c2ccc3ccccc3[n+]2C)cc1OC
-3%	-1%	-10%	CCOc1ccc(CCNC(=O)c2[nH]c(C)c(C(C)=O)c2C)cc1OCC
-7%	15%[12.8 µM]	-6%	CCn1c(CNC(=O)COc2ccc(C(C)C)cc2)nnc1SCC(=O)Nc1ccccc1

New compounds follow:
FEN1 inh	N370S GC mod	KAT2A inh	structure
-5%	·	0%	Cc1ccc(F)cc1NC(=O)CCSc1nc(-c2ccco2)cc(C(F)(F)F)n1
-1%	-7%	?	CCOC(=O)N1CCC(NC(=O)c2cccc3c2C(=O)N(c2ccc(OC)cc2)C3)CC1
·	-2%	-1%	CC12CC3(O)OC(O1)C1(COC(=O)c4ccccc4)[C@@H]3CC21O[C@@H]1O[C@H](CO)[C@@H](O)[C@H](O)[C@H]1O
-9%	1%	0%	O=C(C1CCCN(Cc2ccc(F)cc2)C1)N1CCCCC1 (centres undefined)
-10%	-9%	-1%	Nc1nonc1-n1nnc(C(=O)N/N=C/c2ccc(F)cc2)c1-c1cccs1
2%	·	-1%	CCSc1cc(N2CCCC2)nc(-c2ccccc2)n1
4%	3%	0%	O=C(C(c1ccccc1)c1ccccc1)N1CCN(Cc2ccncc2)CC1
?	-1%	-2%	Cc1ccc(S(=O)(=O)NN2C(=O)/C(=C\c3ccc(Cl)cc3)SC2=S)cc1
-9%	-7%	-14%	CCOc1ccc(C2/C(=C(/O)c3ccc4c(c3)CC(C)O4)C(=O)C(=O)N2CC2CCCO2)cc1 (centres undefined)
-12%	3%	-3%	O=C1CCCc2c1cc(C(=O)NCc1ccco1)c(=O)n2-c1ccccc1
9%	·	-16%	N#Cc1c(SCc2c(Cl)cccc2Cl)nc(N)[nH]c1=S
-2%	·	4%	CCOC(=O)c1c(C)oc2ncnc(Nc3cc(C)cc(C)c3)c12
-6%	6%	-9%	Cc1ccc(Nc2c(-c3ccccc3)nc3cnccn23)cc1
-2%	1%	9%	CCC(CC)CN1C(Nc2ccccc2)=NC[C@@H]1C
-5%	4%	-7%	CCN1CCN(CC(O)COc2cccc(OC)c2)CC1 (centres undefined)

Among those listed so far, these have a COOH group:
FEN1 inh	N370S GC mod	KAT2A inh	structure
-2%	-3%	2%	Cc1ccc2c(c1)c1nnc(SCC(=O)Nc3ccccc3C(F)(F)F)nc1n2CC(=O)O
-11%	-27%	-15%	O=C(O)[C@@H](O)c1ccccc1
-5%	3%	-2%	Cc1cc2nc(SCC(=O)O)nc(C)c2cc1C

More records
FEN1 inh	N370S GC mod	KAT2A inh	structure
-1%	1%	-4%	CCN(Cc1nc(-c2ccc(OC)cc2)no1)C(=O)c1ccoc1C
-1%	1%	-1%	COc1ccc2[nH]c(CN3CCC(n4nccc4NC(=O)C4CC4)CC3)c(C)c2c1
-1%	2%	-20%	Cc1cc(C(=O)Nc2ccon2)cs1
-3%	27%	-14%	CC(/C=N/NC(=O)NC1CCCCC1)=C\c1ccccc1
3%	1%	-1%	CC(C)=CCN1CCN(Cc2cccn2-c2ncccn2)CC1CCO (centres undefined)
6%	-10%	-6%	O=C(CNC(=O)c1cccs1)N/N=C/c1ccc(O)cc1O
7%	0%	-28%	O=C(C(Cl)Cl)N1c2ccccc2OCC1c1ccccc1 (centres undefined)
-14%	-3%	0%	Cc1ccc(NC(=O)c2ccc([N+](=O)[O-])cc2)cc1S(=O)(=O)N(C)C
-2%	-7%	3%	CSc1ccccc1NC(=O)CN1CCCCC1C (centres undefined)
-16%	-4%	-7%	CCCCNC(=O)c1ccccc1NC(=O)C1=C(C)OCCS1
-8%	-5%	-2%	O=C(Oc1ccc([N+](=O)[O-])cc1)c1ccc2ccccc2n1
4%	0%	-3%	O=C(NCCn1cccn1)C1CCC(=O)N(CCc2ccccc2)C1 (centres undefined)
-6%	-8%	-6%	O=C(NC1CC2CCC(C1)N2C(=O)NCc1ccccc1)C1CC1 (centres undefined)
0%	21%	2%	COc1ccc2c(c1)cc(C)c1nnc(SCC(=O)N(C)c3nc(-c4ccccc4)cs3)n12
8%	25%	-4%	Cc1cccc(NC(=O)C(C)SCc2nc3sc4c(c3c(=O)[nH]2)CCCC4)n1 (centres undefined)

Individual results from the entries so far:
Under KAT2A inh, N#Cc1c(SCc2c(Cl)cccc2Cl)nc(N)[nH]c1=S has -16%
Under KAT2A inh, CSc1nsc(SCC(=O)Nc2cccc(C(C)=O)c2)n1 has 0%
Under KAT2A inh, CC(=O)Nc1ccc(Nc2nc(-c3cc4ccccc4oc3=O)cs2)cc1 has 1%
Under KAT2A inh, Nc1nonc1-n1nnc(C(=O)N/N=C/c2ccc(F)cc2)c1-c1cccs1 has -1%
Under N370S GC mod, Cc1ccc(S(=O)(=O)NCc2ccccn2)cc1C has 0%

(listing goes on)
FEN1 inh	N370S GC mod	KAT2A inh	structure
2%	21%	-4%	COc1ccc(OCCCC(=O)Nc2ccc3c(c2)OCCO3)cc1
-13%	-28%	-4%	O=C(O)c1cc(NC(=O)c2ccco2)cc(NC(=O)c2ccco2)c1
-8%	·	-5%	C/C(=N\NC(=O)c1ccccc1OCc1ccc(F)cc1)c1ccccn1
11%	·	15%	CSc1nc2sc3c(c2c(=O)n1Cc1ccccc1)CCC(C(C)(C)C)C3 (centres undefined)
12%	·	4%	COC(=O)c1c(NC(=O)CCCOc2cccc(C)c2)sc2c1CCC(C)C2 (centres undefined)
-1%	·	-10%	CCOc1ccc(N2C(=O)N(Cc3c(F)cccc3Cl)c3ccccc3S2(=O)=O)cc1
-4%	3%	-3%	CC(C)NC(=O)Nc1cccc(Cl)c1
?	·	-3%	O=C1c2ccccc2-c2onc3c(NCCO)cc(NC4CCCCC4)c1c23
14%	·	-10%	CCn1c(=NC(=O)c2ccc3c(c2)OCCO3)sc2c(C)ccc(OC)c21
-2%	9%	?	COC(=O)c1cc(NC(=O)CSC2=NCCS2)cc(C(=O)OC)c1
0%	7%	-11%	Cc1c(Cl)c(C(F)(F)F)nn1CC(=O)NCc1ccco1
19%	-16%	-10%	COc1ccc(-c2n[nH]c(=S)n2-c2ccc(C)cc2C)cc1
2%	0%	0%	O=C(CSc1nc2ccccc2s1)NNC(=S)Nc1ccc(Br)cc1
-3%	·	-10%	COC(=O)c1ccc(-n2nnc(-c3nc(-c4ccc5c(c4)OCO5)no3)c2C)cc1
9%	-9%	-11%	O=C(Nc1ccc(S(=O)(=O)Nc2nccs2)cc1)c1cc(=O)[nH]c2ccccc12
-5%	·	0%	CCN(C(=O)CSc1ncccn1)c1cccc2ccccc12
4%	·	-6%	Cc1cccc(C)c1NC(=O)c1ccc2nc(CCc3ccccc3)oc2c1
